# HePTP inh – inhibitors of human HePTP phosphatase | inhibition, % at 20 µM | recombinant HePTP phosphatase activity, OD absorbance | P35236 | hit rate 0.64% among 110,000; in the data active = inhibition above about 50%;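 note: plate controls were vehicle for no effect and reference inhibitor for full effect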
# Target sequence (P35236 whole entry, looked up): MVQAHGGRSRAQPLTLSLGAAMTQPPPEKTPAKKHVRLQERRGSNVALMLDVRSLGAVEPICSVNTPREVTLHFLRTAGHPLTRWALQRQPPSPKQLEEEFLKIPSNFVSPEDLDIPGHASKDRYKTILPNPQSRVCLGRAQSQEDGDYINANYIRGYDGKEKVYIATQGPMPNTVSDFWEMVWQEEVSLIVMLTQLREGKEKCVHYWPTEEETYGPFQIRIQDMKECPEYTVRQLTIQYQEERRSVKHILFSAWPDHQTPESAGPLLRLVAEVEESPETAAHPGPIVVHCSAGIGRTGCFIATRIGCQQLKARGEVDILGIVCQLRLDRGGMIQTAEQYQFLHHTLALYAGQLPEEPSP
# BAP1 block – human BAP1 deubiquitinase inhibition. Q92560. activity remaining (% of control), % at 20 µM. AID 436. hit rate 0.48% among 72,000. recombinant BAP1, Ub-AMC hydrolysis fluorescence kinetic; hits give low values;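 active = activity remaining at or below 50% of control, provided the compound also passes the data quality filters; inactive = the rest, including low values that fail the filters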;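 note: 100% = DMSO wells rate and 0% = substrate alone blank rate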
# Target sequence (Q92560 whole entry, looked up): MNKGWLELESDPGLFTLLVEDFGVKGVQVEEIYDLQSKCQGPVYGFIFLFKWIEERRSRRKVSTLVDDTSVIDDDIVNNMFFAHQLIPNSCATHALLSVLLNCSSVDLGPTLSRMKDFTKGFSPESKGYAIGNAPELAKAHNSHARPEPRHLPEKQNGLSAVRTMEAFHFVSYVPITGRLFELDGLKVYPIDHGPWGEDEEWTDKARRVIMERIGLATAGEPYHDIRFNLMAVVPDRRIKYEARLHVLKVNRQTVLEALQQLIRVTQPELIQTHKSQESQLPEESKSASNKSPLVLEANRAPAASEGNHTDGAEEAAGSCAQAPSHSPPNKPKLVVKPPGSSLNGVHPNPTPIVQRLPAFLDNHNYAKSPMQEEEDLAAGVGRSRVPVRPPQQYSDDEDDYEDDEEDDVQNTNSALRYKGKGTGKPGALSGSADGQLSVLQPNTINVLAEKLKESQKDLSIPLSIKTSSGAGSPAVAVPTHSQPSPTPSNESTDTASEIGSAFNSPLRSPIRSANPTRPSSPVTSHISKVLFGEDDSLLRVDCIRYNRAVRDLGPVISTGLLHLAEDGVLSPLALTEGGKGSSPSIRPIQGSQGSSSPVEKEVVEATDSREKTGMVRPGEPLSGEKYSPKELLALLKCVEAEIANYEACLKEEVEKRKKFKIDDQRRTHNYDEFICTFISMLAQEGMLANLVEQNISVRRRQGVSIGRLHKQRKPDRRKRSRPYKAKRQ
# * = called active by the depositor; . = no result given; & = joins results of further samples. This is a random part of the collection; 0.95% or so of the library scored in one or more.
HePTP inh	BAP1 block	smiles
-2	96	COc1ccccc1-c1c(C)nn2c(N3CCCCCC3)cc(C)nc12
7	.	O=c1oc(-c2ccccc2F)nc2c1cnn2-c1ccccc1
4	.	CC(=O)Nc1ccc(S(=O)(=O)Nc2ccc(S(=O)(=O)N3CCCCCC3)cc2)cc1
11	.	O=C(N/N=C/c1ccc(Cl)cc1)c1ccccc1F
5	.	CCc1nc2ccccc2n(CC)c1=O
13	83	CCc1ccc(NC(=O)Cn2c(=O)oc3cc(S(=O)(=O)N4CCOCC4)ccc32)cc1
-8	.	Clc1ccccc1OCCCN1CCOCC1
7	.	COc1cc(/C=C2/S/C(=N/S(=O)(=O)c3ccccc3)NC2=O)c([N+](=O)[O-])cc1OC
-10&-11	111	COc1ccc(C(O)c2coc3ccc(O)c(CN(C)C)c23)cc1 (stereo not drawn)
8	.	Cc1ccc(CN2CCN(CCNC(=O)C(=O)Nc3ccc(F)cc3)CC2)cc1
0	83	COc1ccc(NC(=O)c2ccc(COc3ccccc3Br)o2)cc1OC
5	260	C=CCn1c(SCc2nc3ccccc3c(=O)[nH]2)nnc1-c1cc2cc(Cl)ccc2o1
7	.	COc1ccc(-n2c(O)c(C3=c4ccccc4=NC3=O)sc2=O)cc1
7	111	COc1ccc(-c2nc(CS(=O)CC(=O)NCc3ccc4c(c3)OCO4)c(C)o2)cc1 (stereo not drawn)
5	.	O=C(c1ccccc1F)N1CCN(c2ccc([N+](=O)[O-])cc2C(F)(F)F)CC1
6	.	Clc1ccc(Cc2noc(C34CC5CC(CC(C5)C3)C4)n2)cc1
0	.	C=C(C)C1CC=C(C)/C(=N/NC(=O)c2cccc(C)c2)C1 (stereo not drawn)
-11	.	CCCOc1ccc(N2C(=O)CC(N3CCC(O)CC3)C2=O)cc1 (stereo not drawn)
-4	.	COc1ccc(CNCc2ccccn2)cc1OC
0	.	CCc1c(C#N)c(N)nc(SCC(=O)c2ccc(Cl)c(Cl)c2)c1C#N
-3	.	Cc1ccc2[nH]c(C)c(CN(C)Cc3ccccc3)c(=O)c2c1
-5	.	O=C1/C(=C/c2ccc(Br)cc2)SC(=S)N1Cc1ccco1
-4	.	CCC(=O)N1c2ccccc2NC2=C(C(=O)CC(C)(C)C2)C1c1ccccn1 (stereo not drawn)
0	82	Clc1ccccc1N1CCN(c2ncnc3nc[nH]c23)CC1
10	.	COc1cc(/C=C2/SC(=S)N(C)C2=O)ccc1OCCOc1cc(C)ccc1C(C)C
7	.	N#C/C(=C\c1ccc(-c2ccc(S(N)(=O)=O)cc2)o1)C(N)=O
8	84	Cc1ccc(NC(=O)OCC(F)(F)C(F)F)cc1NC(=O)OCC(F)(F)C(F)F
-1	84	Cc1c(C#N)c2ccccc2n1CC(=O)N1CCc2ccccc2C1
7	97	CCCCn1c(SCC(=O)N2CCOCC2)nnc1-c1cccs1
-2	.	O=C(CCN1C(=O)/C(=C\c2cccs2)SC1=S)Nc1nccs1
8	56	Cc1ccc2cc(C#N)c(NCCNC(=O)C3CCC3)nc2c1C
3	.	COc1ccc(/C=C(\NC(=O)c2ccccc2)C(=O)Nc2ccc(Cl)cc2)cc1OC
1	.	CN1CCN(CCC(=O)N/N=C/c2cccnc2)CC1
-3	.	O=C(/C=C/c1ccccc1)NC(=S)Nc1ccc(NC(=O)c2ccccc2)cc1
-20	.	COc1cc(CN2CCN(Cc3ccc(C(F)(F)F)cc3)CC2)cc(OC)c1OC
5&5	97	CC(C)(CN1CCCCC1)NS(=O)(=O)c1ccc(Cl)cc1
-2	.	CCN(CC)C(=O)c1sc(NC(=O)C2c3ccccc3Oc3ccccc32)c(C(N)=O)c1C
4	.	CC(=O)Nc1ccc(S(=O)(=O)Nc2ccc(Nc3ccccc3)cc2)cc1
1	93	O=C(CN(C(=O)CNS(=O)(=O)c1ccccc1)c1ccc2c(c1)OCCO2)NC1CCCCC1
6	95	O=C(O)CC12CSc3[nH]c(=O)sc3C1c1ccccc1OC2=O (stereo not drawn)
-2	112	Cc1ccc2[nH]c3c(c2c1)CN(C(=O)CN1CCN(c2ccccc2)CC1)CC3
5	.	CCOc1cc(/C=C2\C(=O)NN(c3ccc(Cl)c(Cl)c3)C2=O)ccc1OC(C)=O
-11	.	COc1ccc(CNC(=O)C(=O)Nc2cccc(Cl)c2)cc1
-3	83	CCOC(=O)Cn1c(=NC(=O)CSC(C)=O)sc2ccccc21
-6	101	CC1(C)CC(=O)C=C(NCC2CCCO2)C1 (stereo not drawn)
9	112	Cc1ccc(Cn2nnc3c(=O)[nH]c(C4CCN(S(=O)(=O)c5ccccc5)CC4)nc32)cc1
-11	.	Cc1cccc(OCC(=O)N/N=C/c2cc(Br)cc(I)c2O)c1
6	110	O=C(O)CCn1c(C(=O)O)cc2sccc21
8	.	CCCC(=O)Nc1sc(C(=O)N(CC)CC)c(C)c1C(=O)OC
8	79	Cc1ccc(NC(=O)C2C3CC4OC(=O)C2C4C3)cc1Cl (stereo not drawn)
8	94	Cc1ccccc1NC(=O)c1c(NC(=O)c2cccc(Br)c2)sc2c1CCCC2
-2	.	COc1ccc(/C(N)=N/OC(=O)COc2ccc(C(C)(C)C)cc2)cc1
-8	90	Cc1nc2ccc3nc(NC(=O)C4COc5ccccc5O4)sc3c2s1 (stereo not drawn)
8	.	CN(C)c1ccc(/C=N/Nc2ncnc3c2cnn3Cc2ccccc2)cc1
.	131	O=C(O)CCCN1CCS(=O)CC1
-6	.	CC(C)(C)c1cc(C(=O)N/N=C\c2ccc(Cl)cc2)n[nH]1
5	96	CCOCCCNCC(=O)NC1(C)C2CCC(C2)C1(C)C (stereo not drawn)
-8	.	Cc1ccc(/C=C/C(=O)Nc2ccc([N+](=O)[O-])cc2)o1
.	87	COc1cccc(C(=O)Nc2cc3ccccc3cc2NC(=O)c2cccc(OC)c2)c1
8	.	O=C(Nc1cc(C(F)(F)F)ccc1N1CCOCC1)c1ccc2ccccc2n1

# Other records.
HePTP inh	BAP1 block	smiles
-18	.	CC1(C)NC(=S)N(c2ccccc2)N1
2	108	CCn1c(SCC(=O)c2ccc(Cl)cc2)nnc1C(C)C
-6	.	CCOc1ccccc1C(=O)Nc1ccc2nc(N3CCN(c4ncccn4)CC3)cc(C)c2c1
3	.	COc1ccc(C(C)NC(=O)CN(c2ccc(OC)cc2OC)S(=O)(=O)c2ccccc2)cc1 (stereo not drawn)
-9	.	COc1ccc(NC(=O)C(O)(c2ccccc2)c2ccccc2)cc1
3&6	97	CCn1c(=O)c2c(n3cnnc13)-c1ccccc1CC21CCCCC1
6	100	COc1cccc(C(=O)c2sc(NC(C)C)nc2N)c1
12	42*	Nc1c(C(=O)NCc2ccco2)sc2nc3c(cc12)C(=O)CCC3
12	112	COCCN1C(=O)N(c2cccc(C)c2)C(=O)C1CC(=O)Nc1ccc(F)cc1 (stereo not drawn)
0	.	COC(=O)c1c(C)oc2cc(Br)c(OC(=O)c3ccco3)cc12
-2	.	COc1cc(/C=C2/SC(=S)NC2=O)cc(Cl)c1OCc1ccccc1F
0	97	Cc1ccc(N(C(=O)C2CCCO2)C2C=CS(=O)(=O)C2)cc1Cl (stereo not drawn)
2	.	CC1(C)Cc2cc3c(=O)n(-c4ccccc4)c(=S)[nH]c3nc2CO1
0	.	CCn1c(SCC(=O)Nc2ccc3c(c2)c2ccccc2n3CC)nnc1-c1cnccn1
7	89	CCCCn1c(CN2CCN(c3ccccc3)CC2)nc2c1c(=O)n(C)c(=O)n2C
14	95	CCCN1CC23C=CC(O2)C(C(=O)O)C3C1=O (stereo not drawn)
8	.	CCOc1ccc(C(=O)NCc2ccco2)cc1OCC
-2	97	CCCc1cc(=O)[nH]c(SCc2ccc(C#N)cc2)n1
.	109	Cc1ccc(C2CC(=O)CC(c3ccccc3)S2)cc1 (stereo not drawn)
-11	.	CCc1nnc(NC(=O)/C=C/c2ccc3c(c2)OCO3)s1
-10	.	O=C(CC1Sc2ccccc2NC1=O)Nc1ccccc1NC(=O)CC1Sc2ccccc2NC1=O (stereo not drawn)
6	89	Cn1c(NC(=O)Cc2ccc(F)cc2)cc(=O)n(C)c1=O
6	97	COCCn1c(SCC(=O)N2CCCc3ccccc32)nnc1-c1ccco1
5	.	CC(C)(C)c1ccc(-c2nc3cc(NC(=S)NC(=O)c4ccco4)ccc3o2)cc1
-3	.	CC(Oc1ccccc1)C(=O)Nc1cc(C(=O)Nc2ccccc2)ccc1Cl (stereo not drawn)
9	.	COc1ccc(-c2ccc(C=C3C(=O)c4ccccc4C3=O)o2)c([N+](=O)[O-])c1
.	106	O=C(CCn1c(=O)sc2ccccc21)NCc1cccs1
1	103	CCc1c(C)nc(SC)n(CC#N)c1=O
-25	.	Cc1nc2ccccc2n1CC(O)COc1ccc(I)cc1 (stereo not drawn)
0	91	COc1ccc(-c2cc(-n3c(C(F)(F)F)nc4ccccc43)n(CCC#N)n2)cc1

# Shown as a hit in BAP1 block, among the entries above:
HePTP inh	BAP1 block	smiles
12	42*	Nc1c(C(=O)NCc2ccco2)sc2nc3c(cc12)C(=O)CCC3

# Following part.
HePTP inh	BAP1 block	smiles
30	145	O=C(Cc1coc2cc3c(cc12)CCC3)OCc1cc(=O)n2c(n1)sc1ccccc12
7	82	CCn1c(Cc2ccc(OC)cc2)nnc1SCC(=O)Nc1nc2ccccc2s1
-16	.	CC12CC3CC(C)(C1)CC(C(=O)Nc1cc(Cl)ccc1Cl)(C3)C2
-6	.	COc1ccc(/C=C/C(=O)NC(=S)Nc2ccccc2O)cc1
16	80	COc1ccc(CCNC(=O)CN2CCCc3ccccc32)cc1OC
4	.	CCNC(=S)NNc1nc(N2CCCCC2)nc(N2CCOCC2)n1
2	94	CC1CN(C(=O)Cc2ccc(-c3ccccc3)cc2)CC(C)O1 (stereo not drawn)
-4	.	Cc1nn(C(=O)COc2ccc(Cl)cc2)c(C)c1Sc1ccccc1[N+](=O)[O-]
4	115	Cc1ccccc1Cn1nc(C)c(NC(=O)c2noc3c2CC(C(C)(C)C)CC3)c1C (stereo not drawn)
3	.	Cc1ccc(-c2nc3ccccc3o2)cc1NC(=O)/C=C/c1cccc([N+](=O)[O-])c1
5	88	CC(C)CCNC(=O)CN(Cc1ccc2c(c1)OCO2)C(=O)CCC(=O)Nc1ccccn1
-7	105	Cc1ccccc1NC(=O)Cn1c(=O)n(C)c2ccccc21
.	59	COc1ccccc1C(=O)C(=O)c1ccccc1
10	.	Cc1oc(C)c2c(=O)cc(-c3ccc4c(c3)OCO4)cc(O)c12
3	94	COc1ccc(NCc2nnc(SCC(=O)Nc3cccc(C)c3)o2)cc1
3	68	Cc1ccc(-c2nc(=S)c3c(n2CCN2CCOCC2)CC(C)(C)OC3)cc1
-2	.	COc1ccc(C(=O)CC(c2ccccc2)S(=O)(=O)c2ccccc2)cc1 (stereo not drawn)
-3	97	CCOC(=O)NC1(C(F)(F)F)N=C(c2ccccc2)NC1=O (stereo not drawn)
-10	102	Fc1cccc(C2CC(c3cccc(Br)c3)Nc3nnnn32)c1 (stereo not drawn)
3	92	O=C(C1=C(O)C(=O)N(CCN2CCOCC2)C1c1ccccc1)c1cccs1 (stereo not drawn)
.	173	CCCc1[nH]c(C(=S)SCC)cc1CC
3	.	COc1cc2nc(N3CCN(C(=O)c4ccco4)CC3)nc(N)c2cc1OC
-4	.	CC(=O)N1CCN(c2ccc(NC(=O)c3ccccc3)cc2)CC1
-4	.	O=C(NC(c1ccccc1)c1ccccc1)c1ccncc1
2	69	Cc1cc(=O)n2nc(-c3ccccc3)sc2n1
5	97	O=C(NC1CCCC1)C1c2ccccc2C(=O)N1CCCN1CCOCC1 (stereo not drawn)
-10	.	O=C(N/N=C/c1ccncc1)c1[nH]c2ccc([N+](=O)[O-])cc2c1-c1ccccc1
-2	99	Cc1c2c(nc3c(C(=O)NC4CC4)cnn13)CCCC2
11	94	Cc1cc(OCCN2CCCC2)ccc1C(C)C
8	57	Cc1ccc(S(=O)(=O)Nc2cccc(-c3cn4ccsc4n3)c2)cc1
2	123	CCOC(=O)C1CCN(C(=O)CSCCSCC(=O)N2CCC(C(=O)OCC)CC2)CC1
5	.	COc1ccc(C(=O)Nc2ccc(Br)c(Cl)c2)cc1
-1	.	CCc1ccccc1NC(=O)c1c(NC(=O)c2ccco2)sc2c1CCC2
6	.	COc1ccc(/C=C2\C(=O)N(C)C(=S)N(c3ccc(C)cc3)C2=O)cc1OC
33	.	CSc1ccc(/C=N/NC(=O)/C(=C\c2ccc3c(c2)OCO3)NC(=O)c2ccccc2)cc1
39	.	O=C1OC(c2ccc(Cl)cc2)=C/C1=C\c1cccs1
-8	.	CCc1cc(=O)oc2cc(OCC(=O)N3CCc4ccccc43)ccc12
12	80	CCCCc1cc(=O)oc2cc(OCC(=O)N(CC)CC)c(Cl)cc12

# In the list so far, these contain an aryl thioether with sulfur outside any ring.
HePTP inh	BAP1 block	smiles
5	260	C=CCn1c(SCc2nc3ccccc3c(=O)[nH]2)nnc1-c1cc2cc(Cl)ccc2o1
0	.	CCc1c(C#N)c(N)nc(SCC(=O)c2ccc(Cl)c(Cl)c2)c1C#N
7	97	CCCCn1c(SCC(=O)N2CCOCC2)nnc1-c1cccs1
2	108	CCn1c(SCC(=O)c2ccc(Cl)cc2)nnc1C(C)C
0	.	CCn1c(SCC(=O)Nc2ccc3c(c2)c2ccccc2n3CC)nnc1-c1cnccn1
-2	97	CCCc1cc(=O)[nH]c(SCc2ccc(C#N)cc2)n1
6	97	COCCn1c(SCC(=O)N2CCCc3ccccc32)nnc1-c1ccco1
1	103	CCc1c(C)nc(SC)n(CC#N)c1=O
7	82	CCn1c(Cc2ccc(OC)cc2)nnc1SCC(=O)Nc1nc2ccccc2s1
-4	.	Cc1nn(C(=O)COc2ccc(Cl)cc2)c(C)c1Sc1ccccc1[N+](=O)[O-]
3	94	COc1ccc(NCc2nnc(SCC(=O)Nc3cccc(C)c3)o2)cc1
33	.	CSc1ccc(/C=N/NC(=O)/C(=C\c2ccc3c(c2)OCO3)NC(=O)c2ccccc2)cc1
